DT40 TDP1 CPT – qHTS for Inhibitors of human tyrosyl-DNA phosphodiesterase 1 (TDP1): qHTS in cells in presence of CPT. chicken DT40 Tdp1-/-;hTDP1 cells + 20 nM CPT, ATP luminescence, 48 h. 420,000 compounds, 12% hits. Potency, µM (top dose mostly 46.2 µM), for the others: at the highest dose activity change, negative = growth inhibition, hits mostly inhibitors; active = well fitted inhibition curve with a large enough effect; inconclusive = small, poorly fitted or top-dose-only effect; note: nearly all actives have a fitted effect of over 55% in size
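Chicken DT40 Tdp1-/- cells complemented with human TDP1, 400 cells/well, exposed to compounds plus 20 nM camptothecin for at least 48 h at 37 C; viability read as ATP content by CellTiter-Glo luminescence.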
An asterisk follows results filed as active; u = inconclusive; [ ] = remark or other dose. % is set by controls: 0 for no effect and ±100 for the full control effect; potency is the fitted concentration of half-maximal effect. The list is partial; count on the stated rates, not on these rows.

SMILES | DT40 TDP1 CPT
CC1(C(=O)NS(=O)(=O)c2ccc(Br)cc2)CCN1C(=O)CCC1CCCC1 (centres undefined) | -10.0%
CCc1c(O)nc(SCC(=O)Nc2ccc(Cl)cc2)n(-c2ccccc2)c1=O | 2.1%
COc1cc2oc(=O)cc(CN3CCCCCCC3)c2cc1Cl | -28.5%
CCOC(=O)C1(C)CCCN(C(=O)c2ccc3c(c2)CCO3)C1 (centres undefined) | -15.5%
COc1ccc2c(c1)CCc1cnc(-n3ncc(C(=O)NCCCN4CCOCC4)c3C)nc1-2 | -2.3%[9.04 µM]
O[C@@H]1C[C@H](c2ccc(Cl)cc2)N(CC2CCCCC2)C[C@H]1n1cc(C2CC2)nn1 | u
COc1ccccc1CNc1nc(NCc2cnc(C)cn2)c2sccc2n1 | u
COCCNC(=O)C1(C)CCCN(C(=O)c2ccc3c(c2)OCO3)C1 (centres undefined) | -3.0%
O=C(O)CC1NC(=S)N(Cc2ccccc2)C1=O (centres undefined) | 20.6µM*
COc1ccc(-c2nc3ccc(Br)cn3c2CC(C)(C)C)cc1OC | u
CCCCn1nnnc1C(c1ccccc1)N1CCN(c2ccccc2OC)CC1 (centres undefined) | u
CC(=O)OC1CCC2(C)C(CCC3(C)C2C(=O)C=C2C4CC(C)(C(=O)OCCN5CCCCC5)CCC4(C)CCC23C)C1(C)C (centres undefined) | 8.3%
CN(Cc1ccccc1C(F)(F)F)C(=O)C1CCC(=O)N(CC2CCCCC2)C1 (centres undefined) | -23.5%
CCc1nc2c(OCc3ccc(C(=O)OC)cc3)cccn2c1N(C)C(=O)c1ccc(C)cc1 | 23.1µM*
CCCC(=O)N1CCC1(C)C(=O)Nc1ccc2scnc2c1 (centres undefined) | -5.2%
CCOC(=O)C1=NOC2(C1)C(=O)Nc1c(Cl)cccc12 (centres undefined) | 3.3%
Cc1cc(C(=O)Nc2cccc(-c3nc(CNC(=O)c4sc(C)nc4C)c(C)o3)c2)c(C)o1 | 7.2%[9.04 µM]
N#Cc1c(N)[nH]c(C(=O)c2ccccc2)c1-c1ccc(Cl)cc1 | -27.8%
COC(=O)[C@@]1(Cc2ccc(OC)cc2)[C@H]2c3cc(C(=O)N4CCCC4)n(Cc4cc(C)n(C)n4)c3C[C@H]2CN1C(=O)c1ccccc1 | u
Cc1nc2sccn2c1CN1CCOc2ccc(CN3C[C@@H](C)O[C@@H](C)C3)cc2C1 | 10.3µM*
C[C@@H]1COc2cc(N3CCC[C@@H]3CO)ccc2S(=O)(=O)N1 | 2.6%
O=C(Nc1ccc(OC(F)(F)F)cc1)c1cc(S(=O)(=O)N2CCCCC2)ccc1N1CCOCC1 | u
COC(=O)c1cn([C@H]2C[C@@H](C(=O)N3CCCCCC3)N(Cc3ccsc3)C2)nn1 | 0.3%[9.04 µM]
CCOC(=O)C(C)N1c2cccc3cccc(c23)S1(=O)=O (centres undefined) | -17.6%
O=C(c1[nH]c(C(F)(F)F)nc1-c1ccccc1)N1CCN(c2ccccc2)CC1 | 4.61µM*
CCOC(=O)[C@]12CCCC=C1N(CCC1=CCCCC1)C(=O)[C@H](CC(=O)N1CCC(c3ccccc3)CC1)C2 | u
COCCNC(=O)c1cc2c(c(-c3cccc(C#CC(C)(C)O)c3)n1)[C@@H](CCO)N(S(=O)C(C)(C)C)C2 (some centres undefined) | -23.8%
COc1ncnc2c1ncn2CCCNc1ccc(C)c(C)c1 | u
NC(=O)COc1ccc(S(=O)(=O)N2CCCC2)cc1 | 2.5%
CCOc1ccc(NC(=O)CSc2nc3ccsc3c(=O)n2Cc2ccc(C(=O)O)cc2)cc1 | -5.2%
C=C1C(=O)[C@]23C[C@H]1CC[C@H]2[C@]1(C)[C@@H](O)CC[C@@](C)(C(=O)O)[C@H]1C[C@@H]3O | 2.31µM*
O=C(NCCO)c1ccc(-c2cnc3cccnn23)cc1 | u
Cc1cn([C@H]2C[C@H](O)[C@@H](CNCc3ccc(CN(C)S(C)(=O)=O)o3)O2)c(=O)[nH]c1=O | 4.1%
COc1ccc2c(CN3CCCCC3)cc(=O)oc2c1 | 5.2%
COc1ccc(NC(=O)c2cc(-c3cc(Cl)ccc3C)n[nH]2)cn1 | 23.1µM*
Cn1c(-c2ccccc2)cc(=NNS(C)(=O)=O)c2cc(S(=O)(=O)O)ccc21 | 0.1%
COC(=O)N(C)C[C@H]1OCc2cnnn2CCCC(=O)N([C@H](C)CO)C[C@H]1C | 6.9%
NC(=S)NN=Cc1nccc2c(C(F)(F)C(F)(F)C(F)(F)F)cccc12 | 0.0164µM*
CC1(C(=O)NS(=O)(=O)c2cccc(C#N)c2)CCN1C(=O)C/C=C/c1ccccc1 (centres undefined) | -1.8%
CN(CC(=O)Nc1ccc(Cl)cc1)C(=O)CN1C(=O)C2CCCCC2C1=O (centres undefined) | -17.1%

Structural class: those above containing a furan ring, fused or not (2)
SMILES | DT40 TDP1 CPT
Cc1cc(C(=O)Nc2cccc(-c3nc(CNC(=O)c4sc(C)nc4C)c(C)o3)c2)c(C)o1 | 7.2%[9.04 µM]
Cc1cn([C@H]2C[C@H](O)[C@@H](CNCc3ccc(CN(C)S(C)(=O)=O)o3)O2)c(=O)[nH]c1=O | 4.1%

Other records.
SMILES | DT40 TDP1 CPT
CCc1nc2ccc(C(=O)N3CCN(S(=O)(=O)CC)CC3)cn2c1N(CC)C(=O)NCCc1ccccc1 | -17.2%
COCC(=O)Nc1cc(C(=O)N2CCCCC2c2nccn2C)cc2nc(-c3ccccc3)n(C)c12 (centres undefined) | -8.6%[9.04 µM]
COc1ccc([C@H]2CC(=O)C[C@@H](CCn3cc(-c4cccnc4)nn3)O2)cc1 | 0.2%
CSCCC(C(=O)Nc1c(C)cccc1C)n1c(-c2cnc(C)cn2)nc2ccccc21 (centres undefined) | u
CC1(C(=O)NCc2cccc3ccccc23)CCN1Cc1ccc(-c2ccccc2)o1 (centres undefined) | 23.1µM*
CCCCCC(=O)N1C[C@H](O)[C@@H](n2cc(-c3ccc(F)cc3)nn2)C[C@@H]1c1ccccc1 | -3.2%
COC(=O)C[C@@H]1C=C[C@@H](NC(=O)C2CCC2)[C@@H](CO)O1 | 14.1%
CCCCNC(=O)C1(C)CCC(=O)N1CCCn1ccnc1 (centres undefined) | 4.7%
Cc1ccccc1C(=O)NC(C)c1nnc2n1CCN(Cc1ccc(F)cc1)CC2 (centres undefined) | 16.0%[9.04 µM]
Cc1ccc2ccccc2c1C(O)c1ncc(-c2ccccc2)[nH]1 (centres undefined) | u
CC[C@@H]1CC2=C(C(=O)OC(C)(C)O2)[C@@H](c2ccc(Cl)cc2)O1 | -19.4%
CCCCN(C=O)c1c(CC)nc2ccc(C(=O)NCCCn3ccnc3)cn12 | -19.7%
COC(=O)[C@]12CCCCC=C1N(Cc1ccc(Cl)cc1Cl)C(=O)[C@H](CC(=O)NCCc1ccccc1OC)C2 | u
CSCCC(C(=O)NC(C)(C)C)n1c(-c2ccc3c(c2)OCO3)nc2ccccc21 (centres undefined) | 23.1µM*
CCCCN1CC(N2CCN(CCO)CC2)CS1(=O)=O (centres undefined) | 8.2%
Cc1ncc2c(c1CNS(=O)(=O)N(C)C)CCN(C(=O)c1ccccc1F)C2 | 12.2%[9.04 µM]
Cc1ccc2c(NCc3ccco3)nc(NC(C)C)nc2c1 | u
CCOC(=O)C1=CCN(S(=O)(=O)c2ccc(C)cc2)C1c1ccc(Cl)cc1 (centres undefined) | u
CC(=O)c1sc(Nc2ccccc2)nc1C | -20.3%
Cc1c(C(=O)NCC2CC2)sc2ncnc(NCCN3CCCCC3)c12 | -2.8%
CCNC(=O)C1CCCN(C(=O)c2cccc(OC(F)(F)F)c2)CC1 (centres undefined) | u
CN(Cc1ccon1)C(=O)c1cnn(-c2nccc(-c3ccc4c(c3)OCO4)n2)c1C1CC1 | 1.2%[9.04 µM]
Cc1ccc(-c2ccc(CN3C(C)C(=O)N(Cc4cn(CCC5OCCCO5)nn4)CCS3(=O)=O)cc2)cc1 (centres undefined) | u
Cc1cccc(C)c1NC(=O)C1(C)CN(S(C)(=O)=O)CC(=O)N1CCc1ccc(O)cc1 (centres undefined) | 27.3%
O=C(c1[nH]c(C(F)(F)F)nc1-c1ccccc1)N1CCN(c2ccncc2)CC1 | 3.0%
CCc1c(-c2ccccc2)ncn1Cc1cccc(-c2ccccc2)c1 | 8.2µM*
CC(C)c1ccccc1NC(=O)Nc1nnc([C@H]2C[C@H](O)[C@@H](CO)O2)s1 | -11.3%
CC(O)(c1ccccc1)c1nc(/C=C/c2ccccc2)cs1 (centres undefined) | u
O=C(COCCOCCOCC(=O)Nc1c(I)cc(I)c(C(=O)O)c1I)Nc1c(I)cc(I)c(C(=O)O)c1I | 2.8%
O=C(NCc1ccc(F)cc1)OC1CC2CC1[C@H]1CCCCN1C2=O (some centres undefined) | -8.9%
CO[C@H]1[C@H](NC(=O)c2ccncc2)c2ccccc2C12CCN(C(=O)c1ccoc1)CC2 | 17.3%[9.04 µM]
Cc1onc(-c2c(F)cccc2Cl)c1C(=O)OCC(=O)N(C)c1ccccc1 | 1.3µM*
COC(=O)[C@@H]1CCCN1Cc1ccc2c(c1)CN(Cc1ccc(OC)c(C)c1)CCO2 | -1.0%[9.04 µM]
CC(C)(C)c1ccc(CC(=O)N2CCC2(C)C(=O)NS(=O)(=O)c2ccc(F)cc2F)cc1 (centres undefined) | -5.7%
OCCN1CCN(c2ncnc3c2ncn3[C@H]2CN(Cc3cccs3)C[C@@H](CO)O2)CC1 | u
COc1ccc(CN(C)C[C@@H]2OCc3cnnn3CCCC(=O)N([C@@H](C)CO)C[C@H]2C)cc1 | -17.9%
O=C(c1ccc(F)cc1)N1CCN(S(=O)(=O)c2ccc3c(c2)OCCO3)CC1 | u
CCNC(=O)C1CCCN(C(=O)Cc2ccc3ccccc3c2)CC1 (centres undefined) | -2.5%
CC(C)(C)c1ccc(S(=O)(=O)NC(=O)C2(C)CCN2C(=O)Cc2ccc(Cl)cc2Cl)cc1 (centres undefined) | -27.3%
C[C@@H]1CN([C@H](C)CO)S(=O)(=O)c2ccc(C#Cc3ccccc3F)cc2O[C@@H]1CN(C)C(=O)Cc1ccccc1 | 14.6µM*
COc1ccc(-c2nc3c(Cl)cc(C(F)(F)F)cn3c2Cc2ccccc2C(F)(F)F)cc1OC | -4.4%
COc1ccc(CC(N)c2csc(NC(=O)Nc3ccc(C(C)C)cc3)n2)cc1 (centres undefined) | 6.51µM*
COc1ccc(C(C)(O)c2nc(-c3cccs3)cs2)cc1 (centres undefined) | u
O=C(O)c1ccc(Cl)c(NC(=O)C2CCN(S(=O)(=O)c3cccs3)CC2)c1 | -6.5%
CCCCOCCCNC(=O)C[C@@H]1C[C@@]2(C(=O)OC)CCCCC=C2N(Cc2ccccc2)C1=O | 18.4µM*
COc1cc(OC)cc(C2=Cc3ccc(OC)cc3C(CC(C)=O)N2c2ccc(-c3cccs3)cc2)c1 (centres undefined) | 20.6µM*
CCOC(=O)[C@]12CCC=C1N(Cc1cccc3ccccc13)C(=O)[C@H](CC(=O)N1CCSCC1)C2 | u
CC(C)=NNc1cnnc2ccc([N+](=O)[O-])cc12 | 13µM*
Cc1ccc2c(CN3CCN(c4ccccc4F)CC3)cc(=O)oc2c1 | u
CCOc1ccc(S(=O)(=O)N2CCCC2)c2ccccc12 | u
COc1ccccc1Cc1c(-c2cccc(Cl)c2)nc2ccc(Cl)cn12 | 23.1µM*
CCc1nc2ccc(C(=O)NC3CCN(C)CC3)cn2c1N(C)CCC(C)C | u
COC(=O)[C@@]1(Cc2ccc(F)cc2)[C@H]2c3cc(C(=O)N4CCCC4)n(Cc4ccc(OC(F)(F)F)cc4)c3C[C@H]2CN1C(=O)c1ccccc1 | u
Cc1cc(C)c(Nc2n[nH]c(=S)s2)cc1C | -15.4%
COCc1ccc(CN2Cc3ccccc3OC(c3ccccc3F)C2)o1 (centres undefined) | 4.2%[9.04 µM]
Oc1ccc(CCNCCCCCCNCCc2ccccc2)cc1O | u

Next part.
SMILES | DT40 TDP1 CPT
Cc1ccc(S(=O)(=O)Nc2nc(CN3CCOCC3)nc3sc(C(=O)O)c(C)c23)cc1 | 0.2%
c1ccc(-c2nn3c(-c4ccccc4)nnc3o2)cc1 | u
CCOC1=C2CN(S(=O)(=O)c3ccc(C)cc3)[C@H](c3cccs3)C[C@H]2[C@H]2C(=O)N(c3ccccc3)C(=O)[C@H]2C1 | -20.8%
CCC(C(=O)NC1CCCC1)n1c(-c2ccccn2)nc2ccccc21 (centres undefined) | 7.31µM*
CSc1ccc(Cn2c(C)c(C(=O)NCc3cccc(C(F)(F)F)c3)sc2=O)cc1 | u
C#Cc1cccc(Nc2nc(NCc3ccccc3)nc3ccsc23)c1 | 9.2µM*
Cc1nn(CC(=O)NC2CCCCC2)c(C)c1[N+](=O)[O-] | 3.3%
COC(=O)[C@@]12C[C@@H](CC(=O)N3CCN(C(=O)C4CC4)CC3)C(=O)N(Cc3ccc4c(c3)OCO4)C1=CCC(C)(C)C2 | u
Cc1ccc(-c2cnc3c(Nc4cccc(OC(F)(F)C(F)F)c4)nccn23)cc1 | 23.1µM*
CCOC(=O)C1=CCN(S(=O)(=O)c2ccc(C)cc2)C1c1cccc(Cl)c1 (centres undefined) | u
CCCS(=O)(=O)NCc1c(C)ncc2c1CCN(C(=O)c1ccc3[nH]c4c(c3c1)CCCC4)C2 | 3.6%[9.04 µM]
CS(=O)(=O)N(CC(=O)N1CCCC1)c1cccc(C(F)(F)F)c1 | -13.0%

Of the compounds above, two have bromine:
SMILES | DT40 TDP1 CPT
CC1(C(=O)NS(=O)(=O)c2ccc(Br)cc2)CCN1C(=O)CCC1CCCC1 (centres undefined) | -10.0%
COc1ccc(-c2nc3ccc(Br)cn3c2CC(C)(C)C)cc1OC | u
